# Screening results (PubChem)
# Htt clearance = mutant huntingtin protein clearance; HeLa Exon1htt(103Q)mCFP, aggregate imaging; zero = plate's median compound well; inhibition, % at 1.5 µM; hit rate 0.42% among 47,000;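 active means inhibition of aggregate fluorescence above about 70%, also judged a hit by eye on the cell image, limit read from the data, passing the limit was not always enough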;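 further: cells exposed to compound for three days before fixation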
# Htt clearance grain fraction = second read-out of Htt clearance, no call of its own (marks repeat the call); fraction fluorescence in grains; measured here: aggregate grain fluorescence fraction; hits give low values;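 scaled fraction of total cell fluorescence in grains with unit not stated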
# Starred values were filed as active, the others as inactive.
Htt clearance	Htt clearance grain fraction	SMILES
-7	45	COc1ccc(C(=O)CN2C(=O)NC(C)(c3ccc(C)cc3)C2=O)cc1OC (configuration not stated)
-10	37	CC(C)(C)c1ccc(/C=C/C(=O)N2CCc3ccccc3C2)cc1
-55	34	COC(=O)CN(c1ccccn1)S(=O)(=O)c1ccccc1
-38	47	O=C1C2C(C(=O)N1c1ccncc1)C1C=CC2C12CC2 (configuration not stated)
26	23	CC1=CS(=O)(=O)CC1Sc1nc2ccccc2[nH]1 (configuration not stated)
12	15	CCCCCCNS(=O)(=O)c1ccc(Cl)s1
-55	31	CC(=O)c1ccc(S(=O)(=O)N2CCN(c3nc4c(C)c(C)ccc4cc3C#N)CC2)cc1
-8	36	Brc1cccc(-c2nnc3sc(CN4CCC5(CC4)OCCO5)cn23)c1
-40	24	COCCn1c(CN2CCC(Cc3ccccc3)CC2)nc2c1c(=O)n(C)c(=O)n2C
33	23	CCOC(=O)N1CCN(c2nc(C)c3c(n2)CCCC3=O)CC1
63	6.8	COc1ccccc1-n1c(=O)c2c3c(sc2n2c(SC)nnc12)CCC3
50	17	COc1cccc(-c2cc(C(F)(F)F)nc(-n3cncn3)n2)c1
-32	59	Cn1c(=O)cc(OCCCC(=O)NCc2ccc3c(c2)OCO3)c2ccccc21
-61	59	COC(=O)CN(c1ccccc1C)S(C)(=O)=O
52	8	CCc1nnc(NC(=O)C2Cc3ccccc3CN2S(=O)(=O)c2cccs2)s1 (configuration not stated)
41	21	COc1ccc(C2=C(C)CC(C)(C)NC2=O)cc1OC
29	15	COc1ccc(Cc2nn3c(Cn4nnc5ccccc54)nnc3s2)cc1
-17	24	COc1cccc(CN(C(=O)c2cc3ccccc3oc2=O)C2CC2)c1
4	16	CC(C)C(=O)Nc1nnc(CCc2nnc(NC(=O)C(C)C)s2)s1
40	29	CC1(C)CC(=O)c2sc(NC(=O)C3COc4ccccc4O3)nc2C1 (configuration not stated)
-86	92	COc1cccc(C2CC(=O)N3CN(c4cccc(Cl)c4C)CSC3=C2C#N)c1OC (configuration not stated)
-73	55	Cc1noc2ncnc(Sc3ccccc3Cl)c12
-21	44	O=C(Nc1ccc(F)cc1)Nc1ccc(Cl)cn1
16	16	CCn1cc(C(=O)NCCOC)c(=O)c2ccc(C)nc21
-36	32	COC(=O)c1cc(Br)c(=O)n(Cc2cccnc2)c1
-1	41	O=C(c1cccc(N2C(=O)C3CC=CCC3C2=O)c1)N1CCN(c2ccccc2)CC1 (configuration not stated)
9	16	CCn1c(CC(=O)Nc2ccccc2F)nnc1SCC(=O)N1CCN(c2ccccc2)CC1
6	33	Cn1c(=O)c2cn(-c3ccc4c(c3)OCCO4)cc2n(C)c1=O
-9	23	CC(C)Oc1ccc(NC(=O)C2CCCNC2=O)cc1 (configuration not stated)
20	14	COc1nnc(-c2ccc(N3CCCCC3)c(N)c2)c2ccccc12
30	23	COc1cccc(-c2nc3n(n2)C(c2ccccc2Cl)C(C(N)=O)=C(C)N3)c1 (configuration not stated)
34	27	COc1cccc(-n2nnc3c(=O)n(CC(=O)NC4CCCC4)cnc32)c1
-16	22	O=C(c1ccccn1)N1CCN(c2ccc(C(F)(F)F)cn2)CC1
34	24	O=C(Oc1cccc2ccccc12)c1ccco1
4	17	CCN(CCO)C1CC(=O)N(c2ccccc2C)C1=O (configuration not stated)
-31	49	CCC(=O)Nc1ccc(S(=O)(=O)N2CCN(c3ccc(F)cc3)CC2)cc1
-46	27	O=C(CCC(=O)N1CCc2ccccc2C1)N1CCN(S(=O)(=O)c2ccccc2)CC1
17	18	CC(C)N(C(=O)Cn1cnc2c(cnn2-c2ccccc2Cl)c1=O)C(C)C
18	15	CCOc1ccc(OCC)c(NC(=O)CN2CCN(C(=O)c3ccco3)CC2)c1
22	29	CCOc1ccc(CN(Cc2ccco2)C(c2cccs2)c2nnnn2C(C)(C)C)cc1 (configuration not stated)
-4	22	Cc1ccc2occ(CN3CCN(c4ccccc4)CC3)c(=O)c2c1
2	44	COc1ccccc1N1CCN(c2cc(N3CCCC3)nc(C)n2)CC1
-16	25	CC(C)OC(=O)c1c(N)sc2c1CCCC2
6	38	O=C(CSc1nc2ccccc2[nH]1)Nc1c(F)cccc1F
-1	33	Cc1cc2c(c(=O)n1Cc1ccc3c(c1)OCO3)C(c1cccnc1)C(C#N)=C(N)O2 (configuration not stated)
-36	45	COc1cccc(C2C(C#N)=C(N)Oc3c2oc(CO)cc3=O)c1OC (configuration not stated)
31	13	CCOC(=O)C1CCN(Cc2c(O)ccc3ccccc23)CC1
-12	19	CCC(c1nnnn1CCOC)N(Cc1ccc(C)cc1)Cc1cc2cc(OC)ccc2[nH]c1=O (configuration not stated)
7	17	O=C(c1cc2cc(Br)cc(Br)c2oc1=O)N1CCCC1
2	20	O=C(Nc1ccccc1Cl)c1cccs1
-13	24	Cc1ccc(-c2nnn(CC(=O)Nc3cccc4cccnc34)n2)o1
31	26	COc1ccc(OC)c(S(=O)(=O)NCCc2ccccc2)c1
-23	20	Cc1c(NC(=O)c2ccc(CN3CCc4ccccc4C3)cc2)c(=O)n(-c2ccccc2)n1C
49	19	CCn1c(SCC(=O)Nc2ccccc2C(=O)OC)nnc1-c1ccoc1C
17	28	COc1ccc(CN(C(=O)Cn2nnc3ccccc32)C(C(=O)NC(C)(C)C)c2ccco2)cc1 (configuration not stated)
20	31	CCOC(=O)Nc1ccc(C(N)=O)cc1
-38	52	Cn1c(=O)n(CCOc2ccc(Cl)cc2Cl)c2ccccc21
-13	46	COc1ccc(N2C(=O)C3CCCN3C2c2cc(OC)c(OC)c(OC)c2)cc1 (configuration not stated)
-166	51	CC(C)(C)c1ccc(-c2nnc(SCCC#N)n2C2CCCC2)cc1
1	37	Cc1cc(Nc2ccc3c(c2)OCCO3)n2ncnc2n1

# Continuation:
Htt clearance	Htt clearance grain fraction	SMILES
-88	36	Cn1c(SCC(=O)NCc2cccs2)nnc1-c1ccco1
54	9.3	COc1ccc(C(=O)SC2=NCCS2)cc1OC
-73	31	Cc1ccc(NC2=C/C(=N\S(=O)(=O)c3cccs3)c3ccccc3C2=O)c(C)c1
1	40	O=C(c1ccc(F)cc1F)N1CCN(c2ncccn2)CC1
1	22	OCCSc1nc2ccccc2n1CCOc1ccccc1
0	35	COc1ccc(-c2[nH]nc3c2C(c2ccc(OC(=O)N4CCOCC4)cc2)C(C#N)=C(N)O3)cc1 (configuration not stated)
10	31	O=S(=O)(c1ccc2nc(-c3ccco3)c(-c3ccco3)nc2c1)N1CCOCC1
33	12	C=CCOC(=O)CCC(=O)Nc1cc(OC)nc(OC)n1
27	22	N#Cc1c(N)n(CCCN2CCOCC2)c2nc3ccccc3nc12
-38	24	COc1nc(OC)nc(N2CCCCCC2)n1
-16	48	CSC1=NCCN1C(=O)c1ccco1
-84	61	CCCSc1nnc2nc3c(nn12)c1ccccc1n3C

# Molecules from the list above with an NH in an aromatic ring, in the order listed:
Htt clearance	Htt clearance grain fraction	SMILES
26	23	CC1=CS(=O)(=O)CC1Sc1nc2ccccc2[nH]1 (configuration not stated)
6	38	O=C(CSc1nc2ccccc2[nH]1)Nc1c(F)cccc1F
-12	19	CCC(c1nnnn1CCOC)N(Cc1ccc(C)cc1)Cc1cc2cc(OC)ccc2[nH]c1=O (configuration not stated)
0	35	COc1ccc(-c2[nH]nc3c2C(c2ccc(OC(=O)N4CCOCC4)cc2)C(C#N)=C(N)O3)cc1 (configuration not stated)

# Ordered by the number under Htt clearance (high to low): some entries from above
Htt clearance	Htt clearance grain fraction	SMILES
-16	48	CSC1=NCCN1C(=O)c1ccco1
-38	24	COc1nc(OC)nc(N2CCCCCC2)n1
-84	61	CCCSc1nnc2nc3c(nn12)c1ccccc1n3C

# The main list resumes with the two entries that preceded the break.
Htt clearance	Htt clearance grain fraction	SMILES
-16	48	CSC1=NCCN1C(=O)c1ccco1
-84	61	CCCSc1nnc2nc3c(nn12)c1ccccc1n3C
-25	23	COCC(O)CSc1c([N+](=O)[O-])nc(C)n1Cc1ccc(OC)c([N+](=O)[O-])c1 (configuration not stated)
-9	46	O=C(c1ccc(CS(=O)(=O)Cc2ccc(Cl)cc2)o1)N1CCCC1
-39	31	COc1ccccc1Nc1ncc(C(C)=O)c(C)n1
-15	20	COc1cccc(Nc2nc(-c3sc(N)nc3C)cs2)c1
45	11	CCOC(=O)c1ccc(CNS(=O)(=O)c2c(C)ccc3nsnc23)o1
43	10	Cn1c(SCc2ccccc2)nnc1-c1ccc2c(c1)OCO2
8	18	CCc1cc2c(NCCC(=O)O)ncnc2s1
-28	22	CCOc1ccc2nc(SC(C)C(N)=O)[nH]c2c1 (configuration not stated)
51	18	COc1ccc(C(=O)N=c2sc3c(C)ccc(OC)c3n2C)cc1
-51	65	COCCN(Cc1cc2cc3c(cc2[nH]c1=O)OCO3)C(=O)c1cccs1
-4	39	Cc1[nH]n(-c2ccccc2)c(=O)c1-c1cccc(Cl)c1
22	17	CCC(c1nnnn1CS(=O)(=O)c1ccc(C)cc1)N1CCN(c2nc3ccccc3s2)CC1 (configuration not stated)
49	22	CCCNC(=O)c1cc(S(=O)(=O)N2CCc3ccccc32)ccc1F
-8	19	c1cc2c(cc1C1CCCCC1)c1c3n2CCN=C3CCC1
15	16	Cc1ccc(CNC(=O)C(=O)NCCCn2ccnc2)cc1
5	40	CC(CCc1ccc(O)cc1)N(C)CCc1ccccc1 (configuration not stated)
47	23	COc1ccc(NC(=O)Cn2nnc(C(=O)NCc3ccccc3OC)c2N)cc1Cl
-69	33	Cn1ccnc1SCC(=O)Nc1cccc(O)c1
7	17	Cc1ccc2nc(SCC(=O)NCc3ccco3)c(C#N)cc2c1
9	18	COc1ccc(-c2[nH]nc3c2C(c2ccoc2)C(C#N)=C(N)O3)cc1 (configuration not stated)
-27	43	O=C(c1ccco1)N1CCN(C(c2ccccc2F)c2nnnn2CC2CCCO2)CC1 (configuration not stated)
-68	28	CCNc1ccc(Br)cc(C(=O)/C=C/c2ccccc2Cl)c1=O
0	32	CCn1c(SCC(=O)Nc2ccc(S(=O)(=O)Nc3onc(C)c3C)cc2)nnc1-c1ccccc1
-31	28	COCCN(Cc1cc2cc3c(cc2n2nnnc12)OCO3)C(=O)c1ccccc1F
27	14	CC(C)OC(=O)CN1C(=O)C(=O)c2ccccc21
31	26	O=C(Cn1cncn1)NCc1cccc2ccccc12
17	38	O=C(Nc1ccccc1)N(Cc1cccs1)C1CCCC1
13	15	CC1CCCCN1C(=O)Cc1ccc(Cl)cc1 (configuration not stated)
-65	27	CCOC(=O)N1CCC(NC(=O)CCc2c(C)nc3c(c(C)nn3C(C)(C)C)c2C)CC1
-2	42	Cc1c(NC(=O)c2cc(CC(C)C)on2)c(=O)n(-c2ccccc2)n1C
25	15	c1ccc(N=P(c2nc3ccccc3o2)(N2CCOCC2)N2CCOCC2)cc1
-22	23	COc1ccc(NC(=O)C2CCCN(S(=O)(=O)c3ccc(C)cc3)C2)cc1OC (configuration not stated)
71*	5.1*	O=C(OCc1nnc(-c2ccccc2)o1)c1ccc(S(=O)(=O)NCc2ccco2)cc1
8	19	COCCn1c(SCC(=O)Nc2sc(C)c(C)c2C#N)nnc1C(C)C
18	16	N#CCSc1nc2c(cc1C#N)CCCCCC2
-28	39	COCC(=O)N(Cc1cc2cc(OC)ccc2[nH]c1=O)c1ccc(C)cc1

# Six compounds drawn at random from the list so far, as already listed:
Htt clearance	Htt clearance grain fraction	SMILES
63	6.8	COc1ccccc1-n1c(=O)c2c3c(sc2n2c(SC)nnc12)CCC3
1	22	OCCSc1nc2ccccc2n1CCOc1ccccc1
18	15	CCOc1ccc(OCC)c(NC(=O)CN2CCN(C(=O)c3ccco3)CC2)c1
20	14	COc1nnc(-c2ccc(N3CCCCC3)c(N)c2)c2ccccc12
-13	46	COc1ccc(N2C(=O)C3CCCN3C2c2cc(OC)c(OC)c(OC)c2)cc1 (configuration not stated)
-25	23	COCC(O)CSc1c([N+](=O)[O-])nc(C)n1Cc1ccc(OC)c([N+](=O)[O-])c1 (configuration not stated)

# (further entries)
Htt clearance	Htt clearance grain fraction	SMILES
-2	18	O=C(c1cccc(S(=O)(=O)N2CCCC2)c1)N1CCN(c2ccccc2F)CC1
26	14	CCOc1ccc(N(CC(=O)NCC2CCCO2)C(=O)CCC(=O)Nc2ccccn2)cc1 (configuration not stated)
8	31	CC(C)(C)Nc1nc(NN)nc(NC(C)(C)C)n1
-4	23	O=C(CCCC(=O)OCC(=O)c1ccc(Cl)cc1Cl)Nc1cc(C(F)(F)F)ccc1Cl
26	30	COCCn1c(=S)[nH]c2cc(C(=O)N3CCC(C(N)=O)(N4CCCCC4)CC3)ccc2c1=O
-97	38	CCOc1cc(S(=O)(=O)Nc2ccc(Cl)cn2)ccc1Cl
44	10	COc1ccc(C2C(=O)N(C3CCCCC3)CC(=O)N2Cc2ccc3c(c2)OCO3)cc1 (configuration not stated)
26	15	Cc1ccc(S(=O)(=O)NCC(=O)N(CC(=O)NCc2ccco2)Cc2ccc3c(c2)OCO3)cc1
-9	43	COc1ncnc2c1N=C1CC(C)(C)CC(N)=C1S2
-20	23	N/C(CCN1CCCCC1)=N/O
-39	24	CC(=O)Nc1nonc1-c1ccccc1
34	13	CCCCCCNC(=O)CC(NS(=O)(=O)c1ccc(NC(C)=O)cc1)C(C)C (configuration not stated)
60	8.2	COc1ccc(N/N=C(/N=Nc2nc(C)cc(=O)[nH]2)c2ccccc2)cc1
11	33	CCOc1ccc(-c2nnn(CC(=O)NCc3cccs3)n2)cc1
3	19	CCOC(=O)CSC1=C(C#N)C(c2ccco2)C(C(=O)OCc2ccccc2)=C(C)N1 (configuration not stated)
52	9.1	CCCCn1c(SCC(=O)Nc2sc3c(c2C(N)=O)CCC3)nnc1-c1ccccc1
53	19	CCOC(=O)c1cnc(SC)nc1Oc1cccc(NS(=O)(=O)c2ccccc2)c1
25	15	O=C(O)CCc1ccc(-c2ccc(F)cc2)n1CC(=O)O
1	18	COc1ccccc1-c1cc(C(F)(F)F)nc(S(=O)(=O)CCCC(=O)N2CCOCC2)n1
-6	18	O=C(NCc1cccs1)c1ccccc1F
48	18	NC(=O)CSc1nnnn1-c1ccc(OC(F)(F)F)cc1
-24	26	CC(C)(C)C(=O)NCC12C=CC(O1)C1C(=O)N(c3ccccc3)C(=O)C12 (configuration not stated)
5	42	Cc1c(C(N)=O)sc2nc(-c3ccccc3)cn12

# This is a subset, so the mix of outcomes need not match the whole.
